High-throughput results deposited in PubChem by several laboratories.
PLAP act: activates human placental alkaline phosphatase; purified PLAP enzyme, luminescent substrate read-out; active compounds read high; activation fold at 20 µM; actives 1.2% (n = 96,000); in the data active = activation fold above about 2
S1P2 ag: activates the human S1P2 receptor; actives 0.46% (n = 97,000); activation, % at 4.5 µM; AID 729; O95136; S1P2-expressing cell line, agonist reporter read-out; in the data active = activation above about 16%;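 note: 0% = vehicle low control and 100% = maximal reference agonist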
HIV Rev-RRE inh: disrupts HIV-1 Rev binding to RRE RNA; Rev peptide-RRE RNA binding, FRET; inhibition, % at 8 µM; actives 0.79% (n = 97,000);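 active = inhibition above the screen-wide mean plus 3 SD, cut at about 35% in these data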;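 note: 0% = median DMSO wells and 100% = median Neomycin B control wells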
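Test system: Cy5-tagged RRE RNA duplex with fluorescein-tagged Rev peptide; Probe or stimulus: labelled Rev peptide; Schedule: 5 min preincubation and 15 min binding, 25 °C; Signal: FRET fluorescence readout; Evaluation: % inhibition from 671/540 nm acceptor-to-donor ratio, scaled between controls; Control set: DMSO and neomycin B.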
FAK inh: inhibitors of human focal adhesion kinase. Q05397. biochemical FAK kinase activity assay. inhibition, %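 (tested at 7 µM)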. actives 0.84% (n = 97,000); in the data active = inhibition above about 19%;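 note: 0% = DMSO and 100% = reference compound high control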
Target sequence (Q05397 whole entry, looked up): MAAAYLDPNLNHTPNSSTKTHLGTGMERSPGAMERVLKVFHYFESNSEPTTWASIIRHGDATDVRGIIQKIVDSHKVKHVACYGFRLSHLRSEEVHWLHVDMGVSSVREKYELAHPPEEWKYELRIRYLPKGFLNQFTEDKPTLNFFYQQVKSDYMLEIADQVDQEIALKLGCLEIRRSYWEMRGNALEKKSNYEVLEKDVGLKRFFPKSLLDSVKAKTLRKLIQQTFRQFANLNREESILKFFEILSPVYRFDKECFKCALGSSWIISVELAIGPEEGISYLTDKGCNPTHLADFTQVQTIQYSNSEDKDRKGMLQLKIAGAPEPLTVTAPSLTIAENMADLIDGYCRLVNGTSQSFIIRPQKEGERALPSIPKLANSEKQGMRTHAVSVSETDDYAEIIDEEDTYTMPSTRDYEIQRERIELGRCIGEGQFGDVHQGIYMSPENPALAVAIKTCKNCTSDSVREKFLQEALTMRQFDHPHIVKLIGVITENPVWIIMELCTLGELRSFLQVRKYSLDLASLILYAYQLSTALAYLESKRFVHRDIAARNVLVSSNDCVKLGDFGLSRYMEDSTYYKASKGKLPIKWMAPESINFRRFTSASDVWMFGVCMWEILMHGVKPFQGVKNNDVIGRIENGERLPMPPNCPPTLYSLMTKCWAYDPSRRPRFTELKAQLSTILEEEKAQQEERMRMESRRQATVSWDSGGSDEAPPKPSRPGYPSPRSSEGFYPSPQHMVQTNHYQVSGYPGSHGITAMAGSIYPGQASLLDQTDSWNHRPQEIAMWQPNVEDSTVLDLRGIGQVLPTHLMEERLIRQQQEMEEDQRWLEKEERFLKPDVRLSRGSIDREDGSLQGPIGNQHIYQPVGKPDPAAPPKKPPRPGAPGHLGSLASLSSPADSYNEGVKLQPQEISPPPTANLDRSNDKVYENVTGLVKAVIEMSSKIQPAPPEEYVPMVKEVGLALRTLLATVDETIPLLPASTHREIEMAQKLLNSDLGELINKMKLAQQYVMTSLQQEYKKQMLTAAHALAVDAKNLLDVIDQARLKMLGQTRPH
PLK1 inh: PLK1 (human) kinase inhibition; recombinant PLK1 kinase, TR-FRET peptide phosphorylation; inhibition, % at 10 µM; actives 0.53% (n = 97,000); P53350;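 active = inhibition of 50% or more in the single-concentration screen; inactive = inhibition below 50%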;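 note: 0% = DMSO max control and 100% = H-89 dihydrochloride min control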
Plk1 PBD FP: Plk1 (human) PBD binding inhibition; AID 693; P53350; inhibition, %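 (tested at about 20 µM)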; actives 0.13% (n = 97,000); Plk1 PBD phosphopeptide binding, fluorescence polarization; in the data active = inhibition above about 34%, passing the limit was not always enough
MT1-MMP txn act: MT1-MMP promoter transcription activation; activation factor at 10 µM; actives 0.16% (n = 86,000); HT1080 MT1-MMP promoter luciferase reporter, luminescence, overnight; active compounds read high;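 active = activation factor of at least 2 for MT1-MMP transcription at 10 µM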
S1P2 antag: antagonists of human S1P2 receptor. actives 0.21% (n = 97,000). AID 736. O95136. cell-based S1P2 antagonist assay, inhibition at 5 uM. inhibition, % at 5 µM; in the data active = inhibition above about 45%;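 note: CRE beta-lactamase reporter cells expressing human S1P2 stimulated with S1P; 0% = agonist at EC80 alone and 100% = agonist plus reference antagonist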
EphB4 ephrin blk: EphB4-ephrin-B2 interaction antagonism; P54760; EphB4 LBD / TNYL-RAW-Alexa532 peptide, fluorescence polarization; inhibition, % at 7 µM; actives 0.15% (n = 97,000); AID 720;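 active = inhibition above the screen-wide mean inhibition plus 3 SD, cut at about 15% in these data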;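 note: 0% = DMSO wells and 100% = excess unlabeled TNYL-RAW peptide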
Numbers without * were called inactive; x = not tested or not shown.

#	molecule	PLAP act	S1P2 ag	HIV Rev-RRE inh	FAK inh	PLK1 inh
1	CC1CN(C(=O)c2ccccc2C(=O)c2ncc[nH]2)CC(C)O1 (stereo unspecified)	1	-3.0	3.1	8.2	-1.0
2	O=C(CCn1nc(-c2ccccc2)c2ccccc2c1=O)N1CCN(c2ccccc2)CC1	1.8	-5.0	-2.9	-0.9	9.4
3	Cc1ccc(-c2nnc(SCC(=O)CC(=O)Nc3ccccc3)n2C)cc1	x	-4.3	3.5	-1.9	-4.2
4	Cc1ccccc1CSCCNC(=O)c1ccc(N(C)S(=O)(=O)c2ccccc2)cc1	1	-1.9	10.6	1.0	57.1*
5	CCSc1nnc(NC(=O)Cc2ccc(OC)c(OC)c2)s1	1.1	-5.4	8.1	0.0	0.5
6	O=S(=O)(c1ccc(Cl)cc1)N1CCC(O)(c2cccnc2)CC1	1.5	-2.3	3.2	0.5	-6.4
7	Cc1nc(CNS(=O)(=O)c2ccc(Oc3ccccc3)cc2)cs1	0.8	-2.8	7.1	2.7	-3.4
8	CC(C)NC(=O)c1n[nH]c(=O)c2ccccc12	0.8	-5.6	1.8	-2.1	-0.7
9	CCOc1cccc(NC(=O)CSc2nncn2N)c1	0.9	-4.5	5.7	-2.0	0.0
10	CC1CCN(c2nc3c(c(=O)[nH]c(=O)n3C)n2Cc2ccccc2)CC1	0.9	-6.5	3.7	-2.2	-7.9

#	Plk1 PBD FP	MT1-MMP txn act	S1P2 antag	EphB4 ephrin blk
1	1.2	1.1	-2.5	2.2
2	0.2	1	-4.9	-0.7
3	-3.1	1	8.1	3.5
4	-12.2	x	-1.8	2.7
5	17.9	1.6	-2.1	3.3
6	-3.4	1.2	17.6	3.3
7	-1.9	1	8.9	-3.5
8	0.1	1.1	-8.5	-1.1
9	-5.1	1.2	15.9	-3.8
10	14.8	1.1	-16.3	-3.5

Next part:
#	molecule	PLAP act	S1P2 ag	HIV Rev-RRE inh	FAK inh	PLK1 inh
11	CCOC(=O)C1=NNC(C(=O)c2ccc(C)cc2)C1c1ccc(OC)cc1 (stereo unspecified)	1.6	-1.9	1.8	0.4	-2.8
12	COCCN1C(=O)C(=O)/C(=C(/O)c2ccc(S(=O)(=O)N3CCOCC3)cc2)C1c1ccc(C(C)C)cc1 (stereo unspecified)	1.4	-5.1	2.3	-0.2	-16.7
13	CC(C)(C)n1nnnc1C(c1ccc(C(F)(F)F)cc1)N(Cc1ccccc1)Cc1ccco1 (stereo unspecified)	1	2.7	1.6	-4.0	-8.2
14	Cc1cccc(C)c1OCCCCCNCCO	1.3	-0.7	1.1	1.8	-4.6
15	O=C(CCC(=O)N(CC(=O)NC1CCCC1)Cc1ccc2c(c1)OCO2)Nc1ccccn1	1.4	-3.7	-1.7	-1.8	-5.8
16	N#Cc1nc(Cc2cccc3ccccc23)oc1N1CCOCC1	1.2	-6.0	10.0	-1.4	-7.9
17	COc1ccc(C(=O)Nc2ccc(S(=O)(=O)N3CCOCC3)cc2)cc1OC	0.9	-0.3	1.6	-2.8	-6.3
18	O=C(NNS(=O)(=O)c1ccccc1)c1sccc1-n1cccc1	1	-4.1	3.5	-1.2	-7.1
19	CC(=O)c1ccc(OCCCC(=O)OCC(=O)N2CCN(c3ccccc3)CC2)cc1	1.2	-7.1	9.7	2.8	-7.0
20	O=C(CCCNS(=O)(=O)c1cccc2nsnc12)NC1CCCCC1	1	0.3	-3.9	1.3	-11.1

#	Plk1 PBD FP	MT1-MMP txn act	S1P2 antag	EphB4 ephrin blk
11	-43.8	1.3	1.9	2.3
12	4.6	x	-13.4	-6.2
13	-20.7	0.9	-15.1	-1.5
14	-19.2	1.2	0.1	-11.4
15	-25.5	1.1	0.3	-6.6
16	16.1	1.1	-6.9	-5.3
17	-3.9	1.1	5.4	-1.9
18	-19.6	x	14.1	2.5
19	-8.1	1	-3.7	-0.4
20	7.9	1	15.8	-2.6

Continued.
#	molecule	PLAP act	S1P2 ag	HIV Rev-RRE inh	FAK inh	PLK1 inh
21	O=C(Nc1cccc(Cl)c1Cl)c1snnc1-c1ccccc1	1.1	-3.8	0.4	1.5	-6.7
22	CCOCC(=O)Nc1nnc(COCC)s1	0.8	-4.5	10.6	-0.6	-6.7
23	COC(=O)C1(O)CC(C(C)C)=NN1C(=O)c1ccc(Cl)cc1 (stereo unspecified)	1.2	-3.7	-1.0	2.8	-2.5
24	O=C(NCc1cccs1)C1CCN(c2ccc(S(=O)(=O)N3CCOCC3)cc2Cl)CC1	1.4	-2.8	9.4	-1.1	-8.4
25	CCNC(=S)N/N=C/c1ccc(OCC(=O)Nc2ccc(C)cc2)cc1	0.8	-3.8	1.3	1.4	-8.6
26	CCOC(=O)Nc1ccc(=O)n(Cc2c(Cl)cccc2Cl)c1	0.9	-9.1	0.4	0.9	-2.1
27	O=C(NCc1ccccc1)C(=O)NCC1COc2ccccc2O1 (stereo unspecified)	x	-3.7	0.9	0.6	-8.1
28	Cc1cc(NC(=O)C2C3C(=O)N(Cc4ccc(Cl)cc4)C(C(=O)NC4CCCCC4)C34C=CC2(C)O4)no1 (stereo unspecified)	1.2	-2.2	5.5	-1.5	-8.5
29	Cc1cccc(C)c1NC(=O)C(c1ccc([N+](=O)[O-])cc1)N1CCCCC1 (stereo unspecified)	1	-3.2	8.1	3.3	-16.9
30	COCCCNC(=O)CCN1C(=O)COc2ccccc21	0.9	-6.2	6.6	5.7	-13.9

#	Plk1 PBD FP	MT1-MMP txn act	S1P2 antag	EphB4 ephrin blk
21	-14.3	x	-0.7	-1.0
22	-44.6	1.2	7.7	6.0
23	-7.2	x	12.8	-1.4
24	8.5	0.6	-5.7	7.2
25	-26.6	x	-4.9	5.4
26	1.2	x	4.5	2.7
27	4.1	1.4	0.5	7.7
28	15.5	1.3	19.4	7.3
29	5.0	x	8.7	1.9
30	-8.1	1.1	11.4	-1.4

Shown as a hit in PLK1 inh, of those listed so far:
#	molecule	PLAP act	S1P2 ag	HIV Rev-RRE inh	FAK inh	PLK1 inh
4	Cc1ccccc1CSCCNC(=O)c1ccc(N(C)S(=O)(=O)c2ccccc2)cc1	1	-1.9	10.6	1.0	57.1*

#	Plk1 PBD FP	MT1-MMP txn act	S1P2 antag	EphB4 ephrin blk
4	-12.2	x	-1.8	2.7

The list continues.
#	molecule	PLAP act	S1P2 ag	HIV Rev-RRE inh	FAK inh	PLK1 inh
31	CCCOc1ccc(N2C(=O)CC(N3CCN(c4ccccc4F)CC3)C2=O)cc1 (stereo unspecified)	1.1	-8.1	2.1	-6.2	-5.3
32	Cc1cc(N2CCOCC2)ccc1/C=C1\SC(=O)N(C(C)C)C1=O	0.9	-6.6	21.6	1.5	-3.4
33	COc1ccc(-c2nc3cc(NC(=O)Cc4ccc(OC)c(OC)c4)ccc3o2)cc1	1.8	-8.9	3.5	9.6	0.6
34	Cc1nnc(C)n1/N=C/c1ccc(O)cc1	0.9	-10.1	13.2	-3.5	-6.0
35	COC(=O)c1ccc(NC(=O)CNC(=O)C2CCCCC2)c(C)c1	1	-7.3	1.1	-1.6	-11.9
36	CCS(=O)(=O)Nc1ccc2c(c1)N(C(C)=O)c1ccccc1CC2	1.6	-3.3	1.3	0.2	-7.5
37	CC(C)Cn1c(N)c(C(=O)COC(=O)C2=COCCO2)c(=O)n(C)c1=O	x	-3.0	5.9	0.1	-5.7
38	N#C/C(C(=O)N1CCOCC1)=C1/SC=C(c2ccccc2)N1c1ccccc1	x	-2.9	4.2	-1.5	-18.4
39	Cc1ccc(NCN2C(=O)c3ccccc3C2=O)c(C)c1	1.1	-6.0	4.1	2.5	13.6
40	CCOc1ccc(C(=O)Nc2ccc3c(c2)OCO3)cc1OCC	0.8	-4.4	7.0	-1.9	-2.1

#	Plk1 PBD FP	MT1-MMP txn act	S1P2 antag	EphB4 ephrin blk
31	-10.2	1.1	-8.6	2.9
32	4.4	x	-23.9	-4.3
33	-55.7	1.2	23.3	5.9
34	-4.6	1.1	0.5	1.6
35	-13.4	1	15.7	-0.3
36	-6.3	1	25.9	-9.3
37	-13.3	1.1	15.0	-0.5
38	11.3	1	-1.9	2.1
39	-4.0	1.1	9.0	-5.1
40	-8.8	1.1	-23.7	5.3

New compounds follow:
#	molecule	PLAP act	S1P2 ag	HIV Rev-RRE inh	FAK inh	PLK1 inh
41	c1ccc2[nH]c(-c3nc4ccccc4[nH]3)nc2c1	0.9	-2.6	4.6	-2.2	-3.3
42	COc1ccccc1OCc1ccc(C(=O)NCC2CCCO2)o1 (stereo unspecified)	1	-2.5	-1.5	-0.3	6.5
43	CCc1nnc(NC(=O)C2CCN(S(=O)(=O)Cc3ccccc3)CC2)s1	x	-6.7	4.8	-1.1	-6.4
44	CC(C)OCCCn1c(=NC(=O)c2ccncc2)c(C#N)cc2c(=O)n3ccccc3nc21	0.9	40.6*	30.7	7.1	-13.8
45	CCCC(=O)Nc1cccc(Oc2nc(C)cc(C)c2C#N)c1	1.2	-8.5	4.2	6.8	-12.5
46	COc1ccc(N2C(C(C)=O)=NN(c3ccccc3)C2c2cccs2)cc1 (stereo unspecified)	0.9	-3.1	8.3	0.6	0.2
47	CCNC(=O)CN1C(=O)NC(CCc2ccccc2)C1=O (stereo unspecified)	1	-5.8	6.4	-0.1	-10.3
48	O=C(Nc1ccccc1)N(Cc1ccccc1)Cc1ccccc1	0.9	-5.0	1.3	-0.1	-8.1
49	O=C(COC(=O)c1ccc2ccccc2n1)Nc1ncc(C(F)(F)F)cc1Cl	1	-4.4	3.6	-2.0	-0.5
50	COc1ccc(C2=Nn3c(nnc3-c3cccnc3)SC2)cc1	x	1.6	2.8	-6.3	-7.0

#	Plk1 PBD FP	MT1-MMP txn act	S1P2 antag	EphB4 ephrin blk
41	-8.3	1.3	-6.8	-0.9
42	18.6	1.1	-18.2	2.9
43	4.2	1	-9.7	0.5
44	10.4	1	-54.0	1.3
45	2.1	1.1	15.0	4.0
46	-23.5	1.1	-6.9	9.2
47	0.7	1.2	4.7	4.2
48	1.9	1.2	-9.6	2.1
49	-14.0	1	2.9	-4.4
50	-12.8	1	-0.9	-7.6

(further entries)
#	molecule	PLAP act	S1P2 ag	HIV Rev-RRE inh	FAK inh	PLK1 inh
51	FC(F)(F)c1cccc(N2CCN(CC3CC4C=CC3C4)CC2)c1 (stereo unspecified)	1.2	-7.4	-2.4	-3.0	-11.8
52	CCN(CC)CCCNC(=O)c1nn(-c2ccccc2OC)c(=O)c2ccccc12	1	-1.9	2.8	-8.8	0.9
53	N=c1nc(-c2ccccc2)ccn1O	1	-4.0	4.6	-10.1	3.0
54	Cc1cc2cc(CN(Cc3ccco3)C(=O)NCc3ccccc3)c(=O)[nH]c2cc1C	1.4	-6.5	0.1	-1.4	-13.8
55	CN(C)S(=O)(=O)c1ccc2c(c1)C(CC(=O)O)OC2=O (stereo unspecified)	0.9	-1.2	5.3	-2.0	-13.9
56	COc1cc(C2C(C(C)=O)=C(O)C(=O)N2CCc2ccc(OC)c(OC)c2)ccc1O (stereo unspecified)	1	-6.4	0.4	0.9	1.1
57	COc1ccc2c(CC(=O)OCC(=O)c3ccccc3OC)coc2c1	0.7	-5.7	12.0	1.7	-8.3
58	CCN1C(=O)CSc2ccc(C(=O)NCc3ccco3)cc21	0.9	-1.6	0.3	3.8	-4.1
59	COc1cccc(NC(=O)CSc2nnc(-c3cccc(OC(C)C)c3)n2N)c1	1.3	-10.7	3.7	-7.8	-9.7
60	COC(=O)c1c(NC(=O)c2ccccc2)sc(Cc2ccccc2)c1C	0.9	-1.8	15.2	4.9	1.0

#	Plk1 PBD FP	MT1-MMP txn act	S1P2 antag	EphB4 ephrin blk
51	1.1	1	-1.3	-4.7
52	25.2	1	-1.1	1.2
53	-15.1	1.2	-1.9	-0.7
54	6.7	1.1	-21.6	-1.8
55	-14.8	1.1	-5.2	-5.1
56	-12.8	1.1	10.6	0.8
57	-18.4	1.1	-31.7	-2.5
58	-2.4	1	-9.0	-0.6
59	-0.6	1.4	15.4	0.9
60	-3.9	x	10.4	1.7
